USP2a block: inhibitors of human ubiquitin-specific protease USP2a. Potency, µM (highest dose often 38.3 µM), without a hit: at the top dose activity change, negative = inhibition, most hits filed as inhibitors. O75604. hit rate 0.01% among 330,000. USP2 core, Ub-CHOP2 coupled fluorogenic reporter, 485/531;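 note: potency is the fitted concentration of half-maximal effect; plate controls were DMSO wells for no effect and full inhibition by NEM control for full effect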
Target sequence (O75604 whole entry, looked up): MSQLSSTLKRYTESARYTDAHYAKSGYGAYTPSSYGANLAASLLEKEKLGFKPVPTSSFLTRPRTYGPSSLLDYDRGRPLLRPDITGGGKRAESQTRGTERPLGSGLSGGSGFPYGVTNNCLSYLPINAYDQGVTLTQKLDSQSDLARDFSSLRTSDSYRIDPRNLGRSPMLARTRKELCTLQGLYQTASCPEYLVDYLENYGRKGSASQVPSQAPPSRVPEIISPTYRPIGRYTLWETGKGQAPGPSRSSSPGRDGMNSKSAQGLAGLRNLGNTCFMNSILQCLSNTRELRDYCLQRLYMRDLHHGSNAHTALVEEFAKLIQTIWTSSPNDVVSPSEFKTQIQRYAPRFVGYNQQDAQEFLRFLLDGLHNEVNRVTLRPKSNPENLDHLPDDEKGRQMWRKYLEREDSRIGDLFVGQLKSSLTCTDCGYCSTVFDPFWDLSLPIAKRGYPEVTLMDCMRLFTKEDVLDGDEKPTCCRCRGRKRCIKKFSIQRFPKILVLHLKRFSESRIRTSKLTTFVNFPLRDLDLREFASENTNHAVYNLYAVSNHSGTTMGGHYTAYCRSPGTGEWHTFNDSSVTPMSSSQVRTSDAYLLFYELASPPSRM
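Cell-free coupled assay: 10nM USP2 core preincubated 30min RT with compound in Tris-HCl pH 8.0/CaCl2/CHAPS buffer, then 25nM Ub-CHOP2 and 25nM reporter substrate; fluorescence (Ex 485/Em 531) read after 60min RT, normalized to NEM inhibition, concentration-response curves fitted.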
Eya2 inh: inhibitors of human Eya2 phosphatase activity; O00167; recombinant Eya2, OMFP fluorescence dephosphorylation (OMFP is methylfluorescein phosphate); Potency, µM (series often up to 76.9 µM), inactives show at the highest dose activity, negative = inhibition, hits mostly inhibitors; hit rate 0.006% among 330,000; AID 488837; note: potency is the fitted concentration of half-maximal effect; % is set by controls: 0 for no effect and ±100 for the full control effect
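Eya2 (0.2 uM) preincubated 10 min at ambient with compound, then OMFP substrate added at 50 uM; 10 min reaction in 50 mM HEPES pH 7.5, 50 mM NaCl, 5 uM MgCl2, 0.05% BSA, 1 mM DTT. Fluorescence read at Ex 485/Em 525 nm.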
uPA generation: cell surface uPA generation inhibition. cell surface uPA generation assay, qHTS. Potency, µM (titrated, usually from 38.3 µM), for the others: at the highest dose activity change, negative = inhibition, usual class: inhibitors. hit rate 0.31% among 330,000; active = well fitted inhibition curve with a large enough effect; inconclusive = small, poorly fitted or top-dose-only effect; inactive = no such curve, though single readings can be large or run the other way; tested in mouse RAW 264.7 cells; note: potency is the fitted concentration of half-maximal effect; % is set by controls: 0 for no effect and ±100 for the full control effect; nearly all actives have a fitted effect of over 55% in size
TSG101-PTAP inh: blocks PTAP/TSG101 interaction to inhibit HIV-1 budding | Q99816 | Fluorescence polarization, FITC-PTAP peptide / Tsg101 binding | Potency, µM (titrated, usually from 115 µM), without a hit: at the top dose activity change, negative = inhibition, hits mostly inhibitors | 340,000 tested, under 10 active; active = well fitted inhibition curve with a large enough effect in the main read-out, with a control signal flat, not every such curve was filed as active; inconclusive = small, poorly fitted or top-dose-only effect, or effect the other way, or a change in a side signal; inactive = no such curve, though single readings can be large or run the other way; note: potency is the fitted concentration of half-maximal effect; % of control where 0% means no effect
Target sequence (Q99816 whole entry, looked up): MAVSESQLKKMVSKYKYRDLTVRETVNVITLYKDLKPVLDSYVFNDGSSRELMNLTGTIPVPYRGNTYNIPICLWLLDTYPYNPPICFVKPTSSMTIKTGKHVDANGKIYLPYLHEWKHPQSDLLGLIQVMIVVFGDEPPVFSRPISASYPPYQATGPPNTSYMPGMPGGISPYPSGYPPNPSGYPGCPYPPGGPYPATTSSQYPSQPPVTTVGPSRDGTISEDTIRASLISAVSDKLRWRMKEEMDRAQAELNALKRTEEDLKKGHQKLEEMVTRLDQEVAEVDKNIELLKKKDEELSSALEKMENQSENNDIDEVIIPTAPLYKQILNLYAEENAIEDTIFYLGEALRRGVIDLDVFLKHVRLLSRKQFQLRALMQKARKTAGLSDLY
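Steps: Tsg101 binding domain dispensed (10 uM final), compounds pinned in DMSO, FITC-labeled PTAP-motif peptide added (50 nM final); after 20 min binding at room temperature, polarization measured.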
BRCA1 expr act: activators of BRCA1 expression. MCF7-BRCA1-FFLuc reporter, luminescence, 48 h; response scale: scaled: vehicle 0%, 10 µM genistein 100%. Potency, µM (highest dose often 46.1 µM), without a hit: at the highest dose activation, usual class: activators. hit rate 1.1% among 380,000. AID 624202; note: potency is the fitted concentration of half-maximal effect; nearly all actives have a fitted effect of over 80% in size; some results filed as inactive show a strong effect at the top dose
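First, MCF7-BRCA1-FFLuc cells (2000/well) attach for 2 h; next, compounds are pin-added and incubated 48 h at 37 °C; finally, luciferase reagent is added and luminescence read after 15 min.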
p53 reactivator: restores transcriptional activity of mutant p53. Potency, µM (highest dose often 92.2 µM), inactives show top-dose activity change, positive = activation, usual class: activators. H1299 p53-A138V BP100-luciferase reporter, luminescence, 24 h. hit rate 0.063% among 320,000; note: potency is the fitted concentration of half-maximal effect; % of control where 0% means no effect; nearly all actives have a fitted effect of over 45% in size
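H1299 (p53-null), stable ts p53-A138V + BP100-Luc; 1000 cells/well, Opti-MEM/10% FBS; cpd 4 pt, 1:5; 24 h, 37 deg C, 5% CO2; detection reagent 10 min RT; luminescence.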
a7 integrin act: integrin-mediated muscular dystrophy alleviation activation. alpha7betagal myoblasts, beta-gal FDG fluorescence, 48 h. Potency, µM (highest dose often 38.3 µM), for the others: at the highest dose activation, hits mostly activators. hit rate 0.064% among 350,000. AID 624291;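 note: potency is the fitted concentration of half-maximal effect; 100% = response of the positive control SU9516; nearly all actives have a fitted effect of over 60% in size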
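Alpha7betagal+/- myoblasts (passage 13) were plated 16-24 hr, then exposed to compounds (1:260 dilution of DMSO stock) for 48 hours at 37C. After MPER lysis, β-galactosidase reporter activity was read as FDG fluorescence (ex 480/em 540) after 30 minutes.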
B2AR arrestin: beta2AR (human) beta-arrestin recruitment activity. hit rate 0.02% among 330,000. AID 492947. P07550. beta-arrestin recruitment to beta2AR, cell-based reporter. Potency, µM (top dose mostly 46.1 µM), inactives show at the top dose activation, actives largely listed as activators;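 note: potency is the fitted concentration of half-maximal effect; 0% = DMSO controls and full agonism = EC100 isoproterenol or metaproterenol; nearly all actives have a fitted effect of over 65% in size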
S-ASM inh: human S-ASM enzyme inhibition | Potency, µM (top dose mostly 57.5 µM), without a hit: at the top dose activity change, negative = inhibition, actives largely listed as inhibitors | placental ASM, HMU-PC fluorogenic substrate, 60 min | hit rate 0.006% among 340,000; note: potency is the fitted concentration of half-maximal effect
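Steps: dispense placental human ASM, pin compound, wait 10 min at room temperature, add HMU-PC0 substrate at 9 uM final, incubate 60 min at 37 °C, add stop solution raising pH to 10, read fluorescence.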
ELG1 genotox: induces genotoxicity in HEK293T cells with luciferase-tagged ELG1; HEK293T ELG1-luciferase reporter, luminescence, 16 h; Potency, µM (top dose mostly 46 µM), for the others: top-dose activity change, positive = activation, most hits filed as activators; hit rate 1.3% among 330,000; note: potency is the fitted concentration of half-maximal effect; % of control where 0% means no effect; nearly all actives have a fitted effect of over 60% in size
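Cells (2,000/well) expressing the ELG1-luciferase fusion are dosed by pin tool and kept 16 hr at 37 °C, 5% CO2. Signal comes from ONE-Glo luciferase reagent after 30 min at room temperature.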
TRPV1 agonist: agonists of human vanilloid receptor 1 (TRPV1) | hit rate 0.19% among 320,000 | TRPV1-expressing cells, Fluo-8 calcium influx, agonist mode | Q8NER1 | activation, % at 8.33 µM; in the data active = activation above about 80%; inconclusive = between about 30% and that limit; note: 0% is about no effect
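Cells expressing TRPV1 were dye-loaded with Fluo-8 and read kinetically: 10 s baseline, 3 min after compound (agonist portion), then 2 min after EC20 capsaicin (allosteric enhancer portion). Calcium-bound dye fluorescence at 480/520 nm.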
Starred values were filed as active, the others as inactive; ? = inconclusive; . = not tested or not shown; [ ] = dose if it differs, or a comment. Unless noted, calls come from the whole dose curve; as a rule, active = well fitted curve in the direction sought with a large enough effect; inconclusive = small, poorly fitted or top-dose-only effect, or another doubt; inactive = no such curve, though single readings can be large; an effect the other way counts as inactive or inconclusive.

SMILES	USP2a block	Eya2 inh	uPA generation	TSG101-PTAP inh	BRCA1 expr act	p53 reactivator	a7 integrin act	B2AR arrestin	S-ASM inh	ELG1 genotox	TRPV1 agonist
Cn1c(=O)c2c(ncn2CC(=O)OCC(=O)Nc2ccc(Cl)cc2)n(C)c1=O	-3%	-8%	-1%	-2%	-4%	-1%	21%	5.2%	1%	-1%	9
CCCCc1nc2cc(C(=O)NCc3ccccn3)ccc2o1	1%	-10%	2%	-10%	28%	9%	?	0.3%	-1%	7%	6
O=C(CNC(=O)C(c1ccccc1)c1ccccc1)N/N=C\c1ccc2c(c1)OCO2	-1%	12%	1%	0%	-16%	0%	24%	-1.4%	2%	18%	8
COc1cc(C(=O)Nc2cc(C)cc(C)c2)c(-n2cnnn2)cc1OC	1%	-7%	-3%	-3%	-3%	-1%	-2%	0.0%	7%	-1%	-1
CC(=O)N1CCCc2cc(S(=O)(=O)Nc3ccc4c(c3)OCO4)ccc21	2%	-13%	-3%	2%	-20%	-1%	23%	0.0%	4%	11%	3
O=C(c1ccncc1)N1CCN(S(=O)(=O)c2cccc([N+](=O)[O-])c2)CC1	0%	-2%	-5%	-3%	2%	10%	14%	-0.1%	0%	-4%	2
CC(C)c1nc2sc3c(=O)[nH]cnc3c2c2c1CCCC2	2%	5%	0%	1%	-17%	1%	-7%	0.6%	1%	3%	-2
Cc1coc2cc3oc(=O)c(CCC(=O)NCCN4CCOCC4)c(C)c3cc12	0%	-3%	-6%	-5%	-1%	.	-2%	-0.7%	27%	7%	-1
CC(=O)NNc1ncnc2c1cnn2-c1ccccc1	1%	-17%	1%	-2%	1%	-2%	16%	-0.2%	1%	8%	3
CCC(Oc1ccccc1)C(=O)Nc1ccccc1C(=O)N1CCN(C)CC1 (stereo not drawn)	-1%	11%	13%	.	-18%	-18%	-21%	-0.3%	1%	-11%	2
O=C(C1CCCN(Cc2ccccc2)C1)N1CCc2ccccc2C1 (stereo not drawn)	0%	3%	.	-1%	-32%	-2%	-32%	-0.1%	0%	-3%	7
Cc1ccc(NC(=O)C(=O)Nc2ccccn2)cc1	0%	6%	-7%	-1%	-20%	13%	-23%	-2.6%	2%	?	27
O=C(Nc1ccccc1Cl)c1ccc(=O)[nH]n1	0%	7%	-13%	-1%	-15%	6%	4%	0.6%	2%	7%	-4
NC(=O)COc1ccc(C2c3c(oc4ccccc4c3=O)C(=O)N2CC2CCCO2)cc1 (stereo not drawn)	.	.	.	-3%	-5%	.	-16%	.	-1%	.	-1
COc1ccc(C(=O)NC(=S)Nc2ccc3oc(=O)ccc3c2)cc1	1%	-8%	0%	-3%	-20%	-8%	12%	0.1%	-1%	8%	-9
Cc1ccc(Cn2c(CCNc3nc(-c4ccc(Cl)c([N+](=O)[O-])c4)cs3)nc3cc(C(=O)NCCCO)ccc32)cc1	.	.	?	-8%	-21%	.	-29%	.	-10%	.	.
COc1cc([N+](=O)[O-])ccc1NC(=O)Cn1ccsc1=N	2%	4%	0%	-3%	0%	1%	-14%	-0.4%	0%	1%	-2
COc1ccc(/C=C/C(=O)Nc2ccc(-c3nnc4n3CCCCC4)cc2)c(OC)c1	0%	1%	-7%	1%	-4%	-11%	15%	0.4%	3%	-7%	3
COC(=O)C1=C(C)NC(=O)/C1=C\c1cc(C)n(-c2cccc(C)c2)c1C	-9%	10%	6%	-4%	-10%	-4%	14%	-0.1%	?	8%	-3
Oc1nc(Nc2ccccc2)sc1/C=C1\C=Nc2ccccc21	0%	7%	-6%	-1%	2%	14%	-29%	-0.1%	-8%	?	-1
Nc1cccc2[nH]c(=O)c3ccccc3c12	.	.	14%	0%	-3%	.	-4%	.	189%[activator]	.	.
COc1ccc(N2CCN(CCS(=O)(=O)c3cc(Cl)ccc3Cl)CC2)cc1	5%	-7%	-42%	-5%	-15%	1%	-55%[inhibitor]	-0.2%	-9%	3%	1
O=S(=O)(NC1CCC(NS(=O)(=O)c2c(F)cccc2F)CC1)c1ccc2c(c1)OCCO2 (stereo not drawn)	4%	0%	-1%	-2%	-5%	-10%	.	0.1%	5%	0%	1
COc1ccccc1/C=C/C=N/NC(=O)Cc1cccn1C	-2%	-2%	3%	1%	26%	20%	-43%	-3.8%	-3%	15%	0
CC(=O)Nc1cccc(/C(C)=N/Nc2nc3ccccc3s2)c1	0%	-11%	.	-2%	31%	6%	0%	-0.9%	-5%	?	6
CCCCCN(C(=O)CCC(=O)OCC(=O)N1C(C)CCCC1C)c1c(N)n(CCCC)c(=O)[nH]c1=O (stereo not drawn)	3%	2%	1%	-6%	-6%	2%	0%	-0.1%	4%	-1%	1
CCOC(=O)N1CCC(NC(=O)Cn2cc3c(n2)CCCC3)CC1	0%	-27%	16%	-7%	4%	2%	5%	0.0%	-1%	-21%	-2
O=C(CN1C(=O)NC2(CCCCC2)C1=O)N1CCN(S(=O)(=O)c2ccc(Cl)s2)CC1	1%	-6%	2%	1%	0%	-1%	-15%	0.2%	2%	-2%	-1
Cc1cc(NC(=O)CSc2nnc(N)s2)c([N+](=O)[O-])cc1C	3%	4%	.	-1%	1%	-2%	6%	0.1%	-4%	4%	1
NC(=O)C1CCN(C(=O)c2ccc(OCC(=O)Nc3cccc(C(F)(F)F)c3)cc2)CC1	1%	2%	7%	0%	-21%	-4%	2%	0.0%	-1%	-6%	1
Cc1ccc(S(=O)(=O)c2nc(-c3cccs3)oc2SCC(N)=O)cc1	-2%	7%	-1%	3%	-27%	7%	-1%	0.2%	-2%	1%	0
O=C(CN(C(=O)c1csnn1)c1cccc2c1CCCC2)NCc1ccc(F)cc1	5%	-14%	-11%	-3%	-3%	-3%	2%	-0.8%	-4%	-12%	2
O=C(COC(=O)CCOc1ccccc1)NCCC1=CCCCC1	-9%	0%	2%	-9%	3%	-1%	?	0.1%	0%	0%	?
Cn1cccc1C(=O)c1ccc(Cl)cc1Cl	1%	7%	5%	-5%	11%	15%	1%	0.2%	1%	3%	1
Cn1nnnc1SCc1cccc(CSc2nnnn2C)n1	0%	2%	.	-4%	1%	-4%	12%	-1.0%	0%	?	0
Cc1cccc(NC(=O)CCSc2nc(C)cc(C)n2)c1	1%	-7%	4%	-2%	-2%	2%	17%	-0.3%	5%	-2%	-5
OCCC1CN(Cc2cnc(-c3ccccc3)s2)CCN1C1CCCC1 (stereo not drawn)	0%	0%	-3%	0%	-13%	1%	-17%	-1.4%	4%	-3%	2
COc1ccc2c(c1)CCC1C2=NN(/C(C)=C/C(C)=O)C1c1cccc(F)c1 (stereo not drawn)	-2%	6%	-27%	14%	-50%	3%	-30%	-1.0%	10%	4%	-1
COC(=O)c1cc(NC(=O)C2CC(=O)NC(=NCc3ccc(OC)cc3)S2)cc(C(=O)OC)c1 (stereo not drawn)	0%	-11%	-2%	-1%	17%	0%	3%	0.3%	-1%	-1%	-5
CC(=O)c1ccc(NC(=O)C(C)Sc2nnnn2C)cc1 (stereo not drawn)	0%	1%	3%	.	-8%	-5%	14%	0.3%	-1%	17%	-1
Cc1ccccc1NC(=O)c1ccc(OCC(=O)Nc2ccccc2F)cc1	1%	3%	2%	1%	3%	-3%	-31%	4.5%	-1%	-7%	-4
CCN(CC)S(=O)(=O)c1ccc(/C=C/C(=O)OCC(=O)NNC(=O)c2ccc(OC)cc2)cc1	0%	-4%	-7%	-1%	3%	1%	-2%	-3.5%	-3%	2%	-2
CC1CC(O)C(C)CN1 (stereo not drawn)	1%	-3%	-4%	3%	-12%	6%	?	-0.1%	-2%	1%	-3
CC(C)Cn1cnc2c1c(=O)[nH]c(=O)n2Cc1ccccc1	1%	-11%	46%[activator]	-1%	4%	0%	-9%	-0.8%	1%	0%	0
COc1cc(NC(=O)COC(=O)CO/N=C(\C)c2ccc3c(c2)OCO3)cc(OC)c1OC	3%	38%	3%	-1%	-11%	-5%	-8%	-2.2%	-2%	3%	0
Cc1cccc(C(=O)Nc2ccc(C(=O)Nc3ccc(O)cc3)cc2)c1	-2%	-1%	-3%	-3%	-65%	5%	19%	-0.6%	-2%	?	0

High-throughput results (PubChem)
